Bioassay records as filed in PubChem BioAssay.
Epigenetic derep: derepresses silenced GFP reporter in murine cells | murine LDR cells, GFP reporter derepression, 30 h | AID 1865 | Potency, µM (doses to about 53.9 µM), for the others: at the top dose GFP activation, most hits filed as activators | hit rate 0.2% among 280,000; further: potency means the concentration at half of the fitted maximal effect; % of control where 0% means no effect; nearly all actives have a fitted effect of over 60% in size
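Reporter derepression read as number of fluorescent GFP-positive objects, 20-120 um in size, counted by laser-scanning cytometer. Mouse LDR line with an epigenetically silenced CMV-GFP locus; compound incubation 30 h, 37 C.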
Lamin A splicing: LMNA splicing modulation; HeLa LMNA splicing GFP/RFP minigene ratio, 48 h; Potency, µM (doses to about 46.1 µM), for inactives: at the highest dose ratio change, negative = inhibition, most hits filed as inhibitors; hit rate 0.01% among 200,000; active means well fitted inhibition curve with a large enough effect in the signal ratio, with a control signal flat, not every such curve was filed as active; inconclusive means small, poorly fitted or top-dose-only effect, or effect the other way, or a change in a side signal; the % refers to the signal ratio; further: potency means the concentration at half of the fitted maximal effect; on the % scale 0 is the no-effect control and ±100 the full control effect
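Read-out is the ratio of GFP to DsRed2 object intensity, acquired by 488 nm laser-scanning cytometry on HeLa lamin A-EGFP minigene reporter cells. Compound incubation 48 hrs at 37 °C in Opti-MEM with 2% FBS; DMSO 0.5% final.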
CBFb RUNX1 block: inhibitors of human CBF-beta and RUNX1 interaction | 230,000 tested, under 10 active | Potency, µM (doses to about 59.8 µM), for inactives: at the top dose activity, negative = inhibition, most hits filed as inhibitors | Q01196+Q13951 | AID 1477 | AlphaScreen CBFb-His/RUNX1-biotin binding, biochemical; further: % of control where 0% means no effect
Target sequence (Q01196 whole entry, looked up): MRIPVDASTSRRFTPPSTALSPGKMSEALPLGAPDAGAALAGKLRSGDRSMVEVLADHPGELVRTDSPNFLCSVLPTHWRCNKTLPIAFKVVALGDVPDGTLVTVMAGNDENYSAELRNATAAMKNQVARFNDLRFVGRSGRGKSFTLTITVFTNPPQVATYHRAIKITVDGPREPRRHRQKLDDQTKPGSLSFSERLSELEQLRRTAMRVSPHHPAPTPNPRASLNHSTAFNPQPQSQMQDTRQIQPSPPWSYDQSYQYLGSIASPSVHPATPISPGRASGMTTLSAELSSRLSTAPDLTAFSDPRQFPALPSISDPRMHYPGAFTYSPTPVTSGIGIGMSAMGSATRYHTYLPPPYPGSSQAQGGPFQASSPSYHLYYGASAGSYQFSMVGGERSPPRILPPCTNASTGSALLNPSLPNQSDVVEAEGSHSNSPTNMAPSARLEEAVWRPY
Target sequence (Q13951 whole entry, looked up): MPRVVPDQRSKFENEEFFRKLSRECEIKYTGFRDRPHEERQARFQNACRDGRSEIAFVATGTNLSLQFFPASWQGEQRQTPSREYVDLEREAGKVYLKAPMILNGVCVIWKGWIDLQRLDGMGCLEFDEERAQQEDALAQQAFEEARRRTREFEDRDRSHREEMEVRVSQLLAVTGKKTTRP
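Proteins preincubated together for 20 min at RT before compound addition; 15 min later, nickel and streptavidin beads were added and left 90 min prior to AlphaScreen measurement.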
HTT aggregate: inhibitors of mutant huntingtin aggregate formation in PC12 cells; PC12 HttQ103-GFP aggregates, Acumen cytometry, 40 h; Potency, µM (series often up to 46.1 µM), for inactives: at the top dose activity change, negative = inhibition, most hits filed as inhibitors; hit rate 1.1% among 220,000; further: potency means the concentration at half of the fitted maximal effect; on the % scale 0 is the no-effect control and ±100 the full control effect; nearly all actives have a fitted effect of over 60% in size
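PC12 cells with ecdysone-inducible HTT exon1 Q103-GFP, induced by 100 nM tebufenozide, given compounds in a concentration series. GFP aggregates (1–25 um, 6 SD above background) counted in lysates by laser-scanning cytometry, 488 nm excitation.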
NPSR antag: neuropeptide S receptor (human) antagonism, cAMP. Potency, µM (highest dose often 38.3 µM), inactives show top-dose activity change, negative = inhibition, usual class: inhibitors. hit rate 1% among 220,000. AID 1461. CHO-NPSR cells, cAMP TR-FRET, antagonist mode; further: potency means the concentration at half of the fitted maximal effect; on the % scale 0 is the no-effect control and ±100 the full control effect; nearly all actives have a fitted effect of over 50% in size; many of its hits are not listed in these tables
Target sequence (Q6W5P4 whole entry, looked up): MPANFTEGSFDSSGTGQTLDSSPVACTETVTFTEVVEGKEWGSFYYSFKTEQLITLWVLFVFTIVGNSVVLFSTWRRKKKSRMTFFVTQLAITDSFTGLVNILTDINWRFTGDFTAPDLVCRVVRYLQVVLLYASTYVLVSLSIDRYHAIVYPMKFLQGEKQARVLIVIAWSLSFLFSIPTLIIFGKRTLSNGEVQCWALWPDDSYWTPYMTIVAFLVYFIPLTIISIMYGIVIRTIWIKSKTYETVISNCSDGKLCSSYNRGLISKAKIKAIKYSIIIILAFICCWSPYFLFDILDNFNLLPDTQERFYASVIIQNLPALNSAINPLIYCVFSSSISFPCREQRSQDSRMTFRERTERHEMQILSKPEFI
IMPase Li cell: cell-permeable IMPase inhibitors with lithium potentiation | AID 1457 | hit rate 0.35% among 210,000 | CHO-M1 cells, IP1 TR-FRET (IP-One), carbachol + lithium | Potency, µM (highest dose often 59.4 µM), inactives show at the highest dose activity, negative = IMPase inhibition, actives largely listed as inhibitors;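 further: IP1 builds up when IMPase is blocked and the TR-FRET signal falls; potency means the concentration at half of the fitted maximal effect; plate controls were basal vehicle for no effect and high inhibitor control for full effect; nearly all actives have a fitted effect of over 50% in size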
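CHO-M1, 2000 cells/well, 16–30 h culture; cpd + low Li+, 30 min 37C; lysis with d2-IP1/Eu-anti-IP1 Ab, 10 min RT; TR-FRET 665/620 ratio and 620 channel; AC50 via Hill.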
Luc counter: Kinase-Glo luciferase inhibition (counter-screen); Potency, µM (top dose mostly 38.3 µM), for the others: at the top dose activity change, negative = inhibition, usual class: inhibitors; hit rate 0.28% among 200,000; Q27757; AID 1379; Kinase-Glo luciferase, ATP luminescence, 8 min; further: potency means the concentration at half of the fitted maximal effect; on the % scale 0 is the no-effect control and ±100 the full control effect; nearly all actives have a fitted effect of over 60% in size
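Kinase-Glo luciferase light output from ATP and luciferin was measured with 10 uM ATP, within the enzyme's linear range. Buffer: 50 mM imidazole pH 7.2, 50 mM KCl, 7 mM MgCl2, 0.01% Tween 20, 0.05% BSA; luminescence read after 8 min at ambient temperature.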
An asterisk follows results filed as active; ? = inconclusive; · = not tested or not shown; [ ] = another dose, or the depositor's remark. Unless noted, the call rests on the fitted dose curve; in most records, active means well fitted curve in the direction sought with a large enough effect; inconclusive means small, poorly fitted or top-dose-only effect, or another doubt; inactive means no such curve, though single readings can be large; an effect the other way counts as inactive or inconclusive. An excerpt; count on the stated rates, not on these rows.

The line under a structure holds: Lamin A splicing	Luc counter	Epigenetic derep	NPSR antag	IMPase Li cell	CBFb RUNX1 block	HTT aggregate
1	CC(C)c1ccccc1NC(=S)NCCCn1ccnc1
    -6%[46 µM]	-1%	4.2%	11%	-13%	0%	-22%
2	Cc1ccccc1NC(=S)NCCSc1ccc(Cl)cc1
    29%[46 µM]	-3%	0.0%	-31%	14%	-2%	?
3	Cc1noc(/C=C/c2ccco2)c1S(=O)(=O)N1CCC(C(=O)N2CCc3ccccc32)CC1
    3%	-3%	-0.2%	-18%[46.1 µM]	1%[38.3 µM]	-6%	15%
4	CC(C)NC(=O)C1CCN(C2CCN(C(=O)Cc3ccc4c(c3)OCO4)CC2)CC1
    ·	·	-1.2%	-14%	-3%	12%	15%[9.22 µM]
5	O=C(Nc1ccc(S(=O)(=O)N2CCCC2)cc1)c1cnccn1
    14%[46 µM]	0%	-4.9%	-5%	8%	2%	5%[9.22 µM]
6	C=CCn1c(C(C)NC(=O)c2cccc(C)c2)n[nH]c1=S (stereo not drawn)
    16%[46 µM]	1%	0.0%	8%	1%	2%	·
7	CN(C)S(=O)(=O)c1cccc(NC(=S)NC2CCCCC2)c1
    2%[46 µM]	-3%	-6.3%	-9%	0%	0%	2%
8	CN1CCN(S(=O)(=O)c2ccc3ccccc3c2)CC1
    -5%	1%	0.8%	-9%[46.1 µM]	?	6%	-6%
9	NC(=O)[C@@H]1CCCNc2c(I)cc([N+](=O)[O-])cc2C(=O)N[C@@H](CCCN=C(N)N)C(=O)N[C@@H](CCCN=C(N)N)C(=O)N1
    -4%	-1%	1.1%	-3%	-6%	12%[2.36 µM]	5%
10	COc1ccc2c(c1)[nH]c1c(=O)n(Cc3ccco3)cnc12
    ?	3%	-2.2%	-10%[46.1 µM]	6%	7%	-32%
11	COc1ccc(C(=O)Nc2ccc(-c3cn4ccsc4n3)cc2)cc1S(=O)(=O)N1CCOCC1
    ?	2%	-6.7%	19%[46.1 µM]	1%[38.3 µM]	-6%	0%
12	Cc1cccc(C)c1N(CC(=O)N/N=C/c1cc(Br)c(C)o1)S(C)(=O)=O
    -11%	-3%	-0.9%	-6%	0%	-4%	-3%
13	COC(=O)c1cc(NC(=O)c2ccoc2C)cc(C(=O)OC)c1
    1%	0%	-1.1%	-27%[46.1 µM]	21%[38.3 µM]	7%	-1%
14	O=C(c1ccccc1)N(Cc1ccc(F)cc1)Cc1nc2ccccc2c(=O)[nH]1
    6%	3%	-1.0%	-22%	13%	-1%	0%
15	Cc1cccc2c(=O)c(Br)c(C)n(Cc3ccccc3)c12
    ?	4%	-1.3%	-24%	10%	14%	3%
16	CCCc1cc(=O)n2[nH]c(NCc3ccc(OC)c(OC)c3)nc2n1
    ?	1%	-0.6%	15%	8%	15%	1%
17	CCOC(=O)N/N=C(/C)c1ccc([N+](=O)[O-])o1
    6%	-1%	-1.2%	16%[46.1 µM]	21%[38.3 µM]	-2%	11%
18	N#CCCCSc1nnc(CSc2nc3ccccc3s2)n1-c1ccccc1
    ?	11%	-1.0%	-13%[46.1 µM]	16%[38.3 µM]	-4%	?
19	Cc1c(/C=C(\CC(=O)O)c2nc3ccccc3s2)cc(C#N)n1C
    ·	·	1.0%	23%	·	3%	11%[9.22 µM]
20	CCOC(=O)CN1C(=O)Nc2ccc(Br)cc2C1c1ccccc1 (stereo not drawn)
    ?	-1%	?	-25%[46.1 µM]	22%[38.3 µM]	-6%	-14%
21	COc1ccc(NC(=O)CCC2COc3ccccc3O2)c(OC)c1 (stereo not drawn)
    -3%	-2%	0.9%	-5%[46.1 µM]	13%[38.3 µM]	2%	8%
22	Cc1cc(C)n(-c2nc(SCCN(C)C)c3c4c(sc3n2)COC(C)(C)C4)n1
    -23%	-2%	-1.1%	10%[46.1 µM]	33%[activator][38.3 µM]	-2%	-26%
23	COC(=O)c1ccc(NC(=O)COC(=O)CSc2nc(C)cc(C)n2)cc1
    -2%	8%	-1.1%	8%[46.1 µM]	0%[38.3 µM]	1%	23%
24	Cc1c(NC(=O)c2cc(-c3cccs3)on2)c(=O)n(-c2ccccc2)n1C
    ?	-2%	-2.6%	-24%[46.1 µM]	-16%[38.3 µM]	1%	-9%
25	Clc1cccc(CN2CCN(Cc3nc(CCc4ccccc4)no3)CC2)c1
    -3%[46 µM]	0%	0.8%	25%	6%	3%	-4%[9.22 µM]
26	O=C(Cc1nn[nH]n1)c1ccccc1O
    1%	9%	-0.9%	3%	1%	-8%	?
27	CCn1c(CSc2nnc(-c3cccnc3)n2-c2ccccc2C)nc2cc(C(=O)O)ccc21
    23%	-3%	1.8%	-23%[46.1 µM]	32%[activator][38.3 µM]	10%	-23%
28	Cn1nc(C(=O)Nc2sc3c(c2C#N)CCCC3)ccc1=O
    13%[9.22 µM]	-4%	4.4%	-12%	1%	4%	-3%
29	CC(C)(C)NC(=S)N/N=C\c1ccc(-c2ccc([N+](=O)[O-])cc2)o1
    ·	·	13µM*	?	·	3%	-1%[9.22 µM]
30	CCOc1ccc(CCNC(=O)COC(=O)c2cccnc2OCC)cc1OCC
    5%	-5%	-0.7%	8%[46.1 µM]	11%[38.3 µM]	-3%	6%
31	CCOc1ccc(NC(=O)CN2C(=O)CSC2=O)cc1
    11%[46 µM]	-4%	1.1%	-25%	4%	5%	3%[9.22 µM]
32	Brc1ccc2ncnc(NCc3ccccc3)c2c1
    ?	17%	4.1%	-6%[46.1 µM]	36%[38.3 µM]	5%	2.2µM*
33	Cc1ccc(NC(=O)C(Cc2ccccc2)N2C(=O)C3C4CCC(C4)C3C2=O)cc1Cl (stereo not drawn)
    17%	-2%	-1.1%	?	14%[38.3 µM]	7%	-4%
34	COc1ccc(-c2nnc(SCc3nnc(-c4cccs4)o3)n2CC2CCCO2)cc1 (stereo not drawn)
    -1%	1%	0.0%	12%	4%	-6%	-11%
35	COc1cccc2[nH]c3c(Cl)ncnc3c12
    -14%	-1%	-3.2%	-3%	-8%	2%	-4%
36	O=C(O)C(Cc1ccccc1)N1C(=O)/C(=C/c2ccccc2)SC1=S (stereo not drawn)
    -10%	2%	-1.1%	-17%	1%	-19%	3%
37	Cc1ccccc1-n1c(Cc2cccs2)n[nH]c1=S
    7%	0%	-2.3%	-7%[46.1 µM]	-11%[38.3 µM]	-4%	-1%
38	O=C(COc1ccc(S(=O)(=O)N2CCCCC2)cc1)N1CCCCCC1
    -1%	6%	0.0%	-7%[46.1 µM]	15%[38.3 µM]	3%	-4%
39	Cc1cc(NC(=O)CCC(=O)N(CC(=O)NC2CCCC2)Cc2ccco2)no1
    9%	-3%	0.0%	0%[46.1 µM]	34%[38.3 µM]	4%	2%
40	CCOC(=O)SC1=N/C(=C\c2ccc(N(C)C)cc2)C(=O)S1
    -9%	-5%	0.0%	-10%[46.1 µM]	7%	-24%	3%
41	COc1cc(NC(=S)Nc2ccc3c(c2)OCCO3)cc(OC)c1OC
    ·	·	-0.1%	8%	·	11%	14%[9.22 µM]
42	Cc1ccccc1OCC(=O)NCCC1=CCCCC1
    -2%	-2%	-3.2%	-12%	0%	-3%	-12%
43	O=C(COC(=O)c1cc[n+]([O-])cc1)Nc1ccc2c(c1)OCCO2
    -3%	2%	-1.0%	2%[46.1 µM]	1%[38.3 µM]	0%	5%
44	COc1ccc(C(=O)NCCOc2cccc(OC)c2)cc1
    9%[46 µM]	2%	-1.3%	-7%	10%	2%	-1%[9.22 µM]
45	Cc1ccc(C2(C)NC(=O)N(CC(=O)Nc3ccc(-c4nc5ccc(C)cc5s4)cc3)C2=O)cc1 (stereo not drawn)
    ·	·	6.9%	-2%	·	3%	-7%[9.22 µM]
46	N/C(=N\OC(=O)COc1ccc(Cl)cc1Cl)c1ccccn1
    19%[46 µM]	-8%	-0.9%	2%	5%	6%	12%[9.22 µM]
47	COc1cccc(/C=C2\N=C(SC)SC2=O)c1OC
    8%	10%	0.2%	?	5%[38.3 µM]	9%	-4%
48	CC(C)(C)OC(=O)CC[C@@H](C(=O)N1CCN(C(=O)OC(C)(C)C)CC1)n1cc(C(CO)NC(=O)OC(C)(C)C)nn1 (stereo partly drawn)
    ·	·	-1.5%	15%	3%	22%	4%[9.22 µM]
49	COCCCn1cnc2oc3nc4ccccc4nc3c2c1=O
    7%	-7%	0.8%	13%[46.1 µM]	-14%[38.3 µM]	5%	-11%
50	CC(C)c1ccc(NC(=S)NN2C(C)CCCC2C)cc1 (stereo not drawn)
    5%[9.22 µM]	1%	-0.1%	-45%	4%	2%	-21%
51	CCCCC(=O)Nc1ccc(C(=O)N(CC)c2ccccc2C)cc1
    ?	3%	3.5%	-35%	1%	4%	1%
52	COc1ccc([C@H]2[C@@H]3C=CCC[C@@]3(C)C(=O)N2Cc2ccccc2)cc1Cl
    ·	·	-0.4%	-42%	·	5%	4%[9.22 µM]
53	Cc1ccc(OC(=O)N2CCOCC2)cc1
    13%	-8%	17%	-14%[46.1 µM]	1%[38.3 µM]	3%	-9%
54	COc1nc(-c2ccccc2Cl)ccc1C#N
    12%	2%	-0.9%	-14%[46.1 µM]	0%	25%	11%
55	C(=N\Nc1nc(N2CCCCC2)nc(N2CCCCC2)n1)/c1c[nH]c2ccccc12
    ·	0%	0.0%	-24%	17%	4%	5%[9.22 µM]
56	COc1ccccc1NC(=O)NCc1ccco1
    ·	-1%	3.3%	5%	-5%	-6%	12%
57	O=C1C=C(NCc2ccccc2)CCC1
    -11%	1%	-1.0%	29%	-3%	-1%	-13%
58	CCOC(=O)CN1C(=O)C(O)(CC(=O)c2ccc3c(c2)CCCC3)c2ccccc21 (stereo not drawn)
    -10%	1%	-2.0%	-8%[46.1 µM]	-1%	2%	-6%
59	CCOC(=O)c1c(CSc2ccc(C)cc2)oc2ccc(O)cc12
    ?	-2%	3.8%	-57%	12%	11%	2%
